Screening results as filed in PubChem BioAssay.
PAX8 reporter: lowers PAX8-driven luciferase in RMG-I cells | RMG-I TPO-luciferase reporter, SteadyGlo, 24 h | inhibition, % at 12.6 µM | hit rate 1.2% among 360,000 | AID 652154;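 active = mean replicate inhibition at least 60% with every replicate also reaching 60%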;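 note: luciferase light reporting Pax8 driven TPO promoter activity; plate controls were median of neutral control wells for no effect and mitoxantrone controls for full effect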
LGR2 inh: Drosophila LGR2 receptor signaling inhibition. HEK293 LGR2, CRE-luciferase, bursicon-stimulated, 4 h. hit rate 0.35% among 380,000. inhibition, % at 9.99 µM;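 active = drop in luminescence signal, shown as inhibition above about 50% in the replicate tests, limit read from the data, passing the limit was not always enough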;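 note: agonist challenge used bursicon conditioned medium at about half maximal strength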
PGC1a acetyl inh: modulators of PGC1a acetylation. U2OS PGC1a acetylation, AlphaScreen anti-acetyl-lysine; with virally co-expressed GCN5 acetyltransferase. inhibition, % at 15.6 µM. hit rate 0.17% among 350,000. AID 651687;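 active = every replicate shows inhibition of at least 40%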;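 note: 0% = neutral control wells and 100% = positive control wells; some results beyond the cut were filed as inactive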
PglD DTNB: inhibitors of Campylobacter jejuni PglD acetyltransferase. inhibition, % at 12.5 µM. hit rate 0.098% among 360,000. AID 602405. purified PglD enzyme, DTNB colorimetric CoA detection; in the data active = inhibition above about 16%, passing the limit was not always enough; note: strong numbers were not always called active
S100A4 inh HTS: S100A4-myosin IIA interaction inhibition; P26447; inhibition, % at 10.7 µM; AID 652163; S100A4/TAMRA-MyoIIA peptide fluorescence polarization; hit rate 0.14% among 360,000;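 active = mean inhibition of at least 70% across replicates, with every replicate also reaching that level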
Target sequence (P26447 whole entry, looked up): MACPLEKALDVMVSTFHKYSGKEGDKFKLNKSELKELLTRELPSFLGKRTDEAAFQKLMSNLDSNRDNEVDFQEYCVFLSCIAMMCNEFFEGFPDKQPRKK
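Material: human S100A4 monomer with TAMRA-labelled myosin IIA peptide; buffer or medium: HEPES pH 7.2 with CaCl2, KCl, NaCl, DTT, Triton; compound dosing: one concentration per compound; schedule: 5 min incubation before reading; benchmarks: neutral control DMSO, positive control TFP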
ERAP1 HTS inh: blocks human ERAP1 aminopeptidase activity | recombinant ERAP1, Leu-AMC fluorescence, 60 min | hit rate 0.15% among 340,000 | inhibition, % at 10.7 µM | Q9NZ08;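 active = mean replicate inhibition of at least 30%, or all replicates individually reaching that 30% level; inactive = mean below 30% and not every replicate reaching it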;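 note: 0% = neutral control wells and 100% = L-leucinethiol positive control wells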
Target sequence (Q9NZ08 whole entry, looked up): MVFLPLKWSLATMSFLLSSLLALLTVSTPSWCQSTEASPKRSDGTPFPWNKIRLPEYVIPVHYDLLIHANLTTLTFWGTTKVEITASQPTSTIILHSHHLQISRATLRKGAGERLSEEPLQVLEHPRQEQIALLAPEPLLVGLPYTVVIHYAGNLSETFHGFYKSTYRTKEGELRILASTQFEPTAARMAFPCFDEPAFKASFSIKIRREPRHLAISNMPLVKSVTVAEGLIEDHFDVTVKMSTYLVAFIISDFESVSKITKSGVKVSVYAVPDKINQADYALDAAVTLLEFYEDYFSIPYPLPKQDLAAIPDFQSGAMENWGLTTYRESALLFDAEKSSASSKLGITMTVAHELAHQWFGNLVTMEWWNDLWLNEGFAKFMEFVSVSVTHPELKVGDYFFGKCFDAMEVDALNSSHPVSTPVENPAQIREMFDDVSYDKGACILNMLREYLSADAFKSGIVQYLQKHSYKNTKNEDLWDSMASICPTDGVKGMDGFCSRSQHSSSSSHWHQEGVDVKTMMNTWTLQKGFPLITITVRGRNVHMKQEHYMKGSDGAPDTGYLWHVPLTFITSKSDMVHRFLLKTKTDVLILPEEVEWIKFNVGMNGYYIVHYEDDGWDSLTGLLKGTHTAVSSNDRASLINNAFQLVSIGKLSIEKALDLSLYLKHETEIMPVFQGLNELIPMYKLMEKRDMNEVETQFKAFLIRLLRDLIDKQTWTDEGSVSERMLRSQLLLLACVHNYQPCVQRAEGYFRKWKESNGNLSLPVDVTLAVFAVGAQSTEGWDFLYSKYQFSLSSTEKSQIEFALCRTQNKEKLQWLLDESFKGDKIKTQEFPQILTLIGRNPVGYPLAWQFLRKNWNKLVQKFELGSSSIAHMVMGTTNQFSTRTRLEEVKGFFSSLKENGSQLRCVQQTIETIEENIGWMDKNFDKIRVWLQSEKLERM
EWS-Fli block: blocks EWS/Fli oncoprotein-driven transcription; inhibition, % at 12.6 µM; AID 651661; A673 NR0B1-luciferase reporter, viability-normalised; hit rate 0.67% among 350,000;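 active = mean inhibition of at least 50% after viability correction, with every replicate also passing that limit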;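 note: firefly luciferase signal divided by Alamar Blue viability fluorescence both relative to DMSO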
FN deposition inh: fibronectin deposition inhibition; inhibition, % at 12.6 µM; AH1F fibroblasts, Alexa488-fibronectin deposition fluorescence, overnight; hit rate 0.086% among 350,000;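 active = mean inhibition across replicates of 30% or more, regardless of how many single replicates reach that level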;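 note: positive control wells lacked labelled fibronectin entirely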
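Material: AH1F fibroblast monolayer depositing Alexa488-labelled fibronectin into matrix | Input: 10000 AH1F cells/well | Medium: DMEM plus 2% serum, read in PBS | Reagent: Alexa488-fibronectin, 24 nM final in well | Compound dosing: One dose per compound, pinned | Schedule: 1 h adhesion, overnight exposure | Measured by: Fluorescence at 485 nm excitation, 525 nm emission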
* = called active by the depositor; & = joins results of further samples. Not a hit list. Share with any hit: about 2.1%.

c1ccc(N2CCOCCOCCOCCOCCOCC2)cc1 was read as PAX8 reporter 6, LGR2 inh -7, PGC1a acetyl inh -8, S100A4 inh HTS 0, ERAP1 HTS inh 3, EWS-Fli block -5 and FN deposition inh -6.
Screening COc1ccc([C@H]2CC(=O)C=C(c3cccc(Br)c3)C2)cc1OC returned PAX8 reporter 17, LGR2 inh -13, PGC1a acetyl inh -27, PglD DTNB 0, S100A4 inh HTS 1, ERAP1 HTS inh 1, EWS-Fli block 14 and FN deposition inh -11.
For CCCCCCOc1ccc(/C(C)=N/NC2=NCCN2)cc1 the results were PAX8 reporter 12, LGR2 inh -3, PGC1a acetyl inh -36, PglD DTNB 0, S100A4 inh HTS 8, ERAP1 HTS inh -4, EWS-Fli block 40 and FN deposition inh 9.
For CCCN(C)C[C@H]1Oc2cc(C#CC(C)C)ccc2S(=O)(=O)N([C@H](C)CO)C[C@H]1C the results were PAX8 reporter -5, LGR2 inh 3, PGC1a acetyl inh -11, PglD DTNB -3, S100A4 inh HTS 22, ERAP1 HTS inh 4, EWS-Fli block 6 and FN deposition inh 2.
Cc1ccccc1NC(=S)NC(=O)Cc1ccc(Cl)cc1 was read as PAX8 reporter 1, LGR2 inh -7, PglD DTNB -3, S100A4 inh HTS -1, ERAP1 HTS inh -3, EWS-Fli block 4 and FN deposition inh 2.
Screening COc1ccc(OCC(=O)Nc2cccc(OC)c2)cc1 returned PAX8 reporter -8, PGC1a acetyl inh -13, PglD DTNB 1 and FN deposition inh -11.
Cc1nn(-c2ccccc2)c2c1C(c1cccc([N+](=O)[O-])c1)N(c1ccccc1)C(=O)N2 (stereo unspecified) was read as PAX8 reporter 9, LGR2 inh 17, PGC1a acetyl inh 6, PglD DTNB 0 and FN deposition inh -10.
`O=C(CSc1nc2ccccc2s1)NCC1CCCO1` (stereo unspecified) gave PAX8 reporter -9, LGR2 inh -7, PglD DTNB -2, S100A4 inh HTS 3 and ERAP1 HTS inh -4.
`Cc1ccc(N(CC(=O)NCc2ccc(F)cc2)C(=O)c2snc(C(N)=O)c2N)cc1C` gave PAX8 reporter 22, LGR2 inh -1, PglD DTNB -8, S100A4 inh HTS -12, ERAP1 HTS inh 3, EWS-Fli block 3 and FN deposition inh -2.
Screening CC1CCCC(NC(=O)C2c3ccccc3C(=O)N2Cc2cccs2)C1C (stereo unspecified) returned PAX8 reporter -33, LGR2 inh 2, PglD DTNB 9, S100A4 inh HTS 0, ERAP1 HTS inh -1, EWS-Fli block -3 and FN deposition inh -3.
Screening CCCCC[C@H](C)N1C[C@@H](COCc2ccccc2)Oc2cc(N3CC[C@H](O)C3)ccc2S1(=O)=O returned PAX8 reporter 10, LGR2 inh -7, S100A4 inh HTS -9 and EWS-Fli block -11.
C[C@@H]1CN([C@@H](C)CO)C(=O)c2cccc(NC(=O)c3ccncc3)c2O[C@H]1CN(C)C(=O)Nc1ccccc1 was read as PAX8 reporter -11, LGR2 inh 6, PGC1a acetyl inh -9, PglD DTNB 1, S100A4 inh HTS -3, ERAP1 HTS inh 0 and EWS-Fli block 9.
Screening CC1CCCCC1NC(=O)c1ccco1 (stereo unspecified) returned PAX8 reporter -7, LGR2 inh 3, PglD DTNB 1, S100A4 inh HTS -14, ERAP1 HTS inh -7, EWS-Fli block -4 and FN deposition inh -2.
O=C(O)c1ccccc1/C=N/N1CCN(C2c3ccccc3-c3ccccc32)CC1 was read as PAX8 reporter 5, LGR2 inh -8, PGC1a acetyl inh 2, PglD DTNB -1, S100A4 inh HTS 14, ERAP1 HTS inh 4, EWS-Fli block 1 and FN deposition inh -31.
COC(=O)CC1=C(C)C(=O)CC2C(C)(C)CCCC12C (stereo unspecified) was read as LGR2 inh -12, PGC1a acetyl inh -13, PglD DTNB -1, S100A4 inh HTS -11, ERAP1 HTS inh -1 and EWS-Fli block -4.
Cc1ccccc1S(=O)(=O)N1[C@@H]2CNC[C@H]1C2c1ccc(-c2cccc(C#N)c2)cc1 (stereo partly specified) was read as PAX8 reporter -9, LGR2 inh -32&14, PGC1a acetyl inh -6&0, S100A4 inh HTS -23&-1, ERAP1 HTS inh 1&0, EWS-Fli block 1 and FN deposition inh 2&-7.
Screening Cc1cnc(C)c(Nc2nc(C(N)Cc3ccc(Cl)cc3)cs2)n1 (stereo unspecified) returned PAX8 reporter 0, LGR2 inh 1, PglD DTNB -2, S100A4 inh HTS -3, ERAP1 HTS inh -5, EWS-Fli block -3 and FN deposition inh 4.
COc1ccccc1NC(=O)c1cc([N+](=O)[O-])ccc1N1CCOCC1 was read as PAX8 reporter 27, LGR2 inh -3, S100A4 inh HTS -2, ERAP1 HTS inh 3 and FN deposition inh 4.
CC(C)C[C@@H](COCc1ccc(F)cc1)N1CCN(C(=O)c2cccc(C(F)(F)F)c2)CCC1=O was read as PAX8 reporter 1, LGR2 inh -5, S100A4 inh HTS -2, ERAP1 HTS inh 24, EWS-Fli block 11 and FN deposition inh 4.
`COc1cccc(CN2CCN(Cc3nc(C(C)C)cs3)CC2CCO)c1` (stereo unspecified) gave PAX8 reporter 6, LGR2 inh 17, S100A4 inh HTS -1, ERAP1 HTS inh -4, EWS-Fli block 7 and FN deposition inh -8.
Screening CNC(=O)/C(C#N)=C/c1cccc(Oc2ccccc2)c1 returned PAX8 reporter -9, LGR2 inh -39, PGC1a acetyl inh 2, PglD DTNB 1, S100A4 inh HTS 0, ERAP1 HTS inh 0, EWS-Fli block -26 and FN deposition inh 6.
`CSc1ccccc1OCc1cc(C(=O)N(C)CCc2c(C)n[nH]c2C)no1` gave PAX8 reporter 3, LGR2 inh -4, PGC1a acetyl inh -3, PglD DTNB -5, S100A4 inh HTS -22, ERAP1 HTS inh 0 and FN deposition inh 11.
CN=C(NC(=O)Nc1c(C)cccc1C)NC(=O)Nc1c(C)cccc1C was read as PAX8 reporter -7, LGR2 inh -24, PGC1a acetyl inh -5, PglD DTNB 8, S100A4 inh HTS 14, ERAP1 HTS inh -3, EWS-Fli block -11 and FN deposition inh -10.
`CCCC#Cc1cnc2c(c1)C(=O)N([C@@H](C)CO)C[C@H](C)[C@@H](CN(C)CCC)O2` gave LGR2 inh 0, PGC1a acetyl inh -10, PglD DTNB 34, S100A4 inh HTS 2, ERAP1 HTS inh -1 and EWS-Fli block 1.
N#Cc1ccccc1NCC(=O)N1CCN(S(=O)(=O)c2ccccc2)CC1 was read as PAX8 reporter 1, LGR2 inh -3, PGC1a acetyl inh 1, PglD DTNB 4, S100A4 inh HTS 1, ERAP1 HTS inh 0, EWS-Fli block 6 and FN deposition inh 7.
Screening O=C(C1CCCC1)N1CC(=O)N2[C@@H](CO)[C@@H](c3ccc(C#CC4CCCC4)cc3)[C@@H]2C1 returned PAX8 reporter 12, LGR2 inh 10, PGC1a acetyl inh 3, S100A4 inh HTS 9, ERAP1 HTS inh -2 and EWS-Fli block 5.
CCOc1ccccc1CN1CCN(Cc2c[nH]c3ccccc23)CC1CCO (stereo unspecified) was read as PAX8 reporter 2, LGR2 inh 19, PGC1a acetyl inh 7, PglD DTNB 0, S100A4 inh HTS -3, ERAP1 HTS inh 0, EWS-Fli block 20 and FN deposition inh -6.
Screening Cc1cc(NC(=O)C2Oc3ccccc3OC2C)no1 (stereo unspecified) returned PAX8 reporter 1, LGR2 inh 7, S100A4 inh HTS -5, ERAP1 HTS inh 8, EWS-Fli block 2 and FN deposition inh 0.
O=C1[C@@H]2[C@@H]3C[C@@H]([C@H]4ON=C(c5ccc(OCc6ccccc6)cc5)[C@@H]34)[C@@H]2C(=O)N1c1ccc2c(c1)OCO2 was read as PAX8 reporter 8, LGR2 inh 1, PGC1a acetyl inh -8, S100A4 inh HTS -2, ERAP1 HTS inh 0, EWS-Fli block -6 and FN deposition inh 3.
`O=c1cc(-c2ccc(O)cc2)oc2c(C3OCC(O)C(O)C3O)c(O)c(C3OC(CO)C(O)C(O)C3O)c(O)c12` (stereo unspecified) gave LGR2 inh -8, PGC1a acetyl inh 3, PglD DTNB 12, S100A4 inh HTS 0, ERAP1 HTS inh 11 and EWS-Fli block 1.
C[C@@H]1CN([C@@H](C)CO)C(=O)c2cc(NS(=O)(=O)c3ccccc3)ccc2O[C@@H]1CN(C)Cc1ccc(Oc2ccccc2)cc1 was read as PAX8 reporter 8, LGR2 inh -32, PGC1a acetyl inh 15, PglD DTNB 1, S100A4 inh HTS 4, ERAP1 HTS inh -4 and EWS-Fli block 8.
Screening CC(C)CC(=O)Nc1nnc(SCC(=O)Nc2ccc(F)cc2)s1 returned PAX8 reporter 2, LGR2 inh 1, PGC1a acetyl inh -30, S100A4 inh HTS 5, ERAP1 HTS inh 1, EWS-Fli block 0 and FN deposition inh 1.
For CCCN(C)C[C@@H]1OCCCC[C@@H](C)Oc2ccc(NC(=O)Nc3ccc(OC)cc3)cc2C(=O)N([C@H](C)CO)C[C@@H]1C the results were PAX8 reporter -5, LGR2 inh 6, PGC1a acetyl inh 18, PglD DTNB -1, S100A4 inh HTS 10, ERAP1 HTS inh 2 and EWS-Fli block -1.
`C[C@@H]1CN([C@H](C)CO)C(=O)c2cccc(NC(=O)Nc3ccccc3)c2O[C@H]1CN(C)C` gave PAX8 reporter -25, LGR2 inh -10, PGC1a acetyl inh 1, PglD DTNB -5, S100A4 inh HTS 0, ERAP1 HTS inh -3, EWS-Fli block 3 and FN deposition inh 3.
COc1ccccc1OCCCCn1ncc2ccc(OC)c(OC)c2c1=O was read as PAX8 reporter 24, LGR2 inh -8, PGC1a acetyl inh 2, PglD DTNB 6, S100A4 inh HTS 0, ERAP1 HTS inh -10, EWS-Fli block 8 and FN deposition inh 5.
`O=C1Nc2ccccc2Oc2cc([N+](=O)[O-])ccc21` gave PAX8 reporter 24, PGC1a acetyl inh 11, PglD DTNB -4, S100A4 inh HTS -3, ERAP1 HTS inh -6, EWS-Fli block 35 and FN deposition inh 8.
`COc1cc(OC)cc(C(=O)NNC(=O)Cc2cccs2)c1` gave PAX8 reporter 0, LGR2 inh 5, PGC1a acetyl inh 7, PglD DTNB 3, S100A4 inh HTS 0, ERAP1 HTS inh -1, EWS-Fli block 0 and FN deposition inh -5.
`CN1C(=O)c2cccc(NC(=O)Cc3ccccc3)c2C1=O` gave PAX8 reporter -3, LGR2 inh -8, PGC1a acetyl inh 7, PglD DTNB -6, S100A4 inh HTS -9, ERAP1 HTS inh 6, EWS-Fli block -3 and FN deposition inh 7.
For Cc1cccc(C(=O)NNS(=O)(=O)c2ccccc2)c1O the results were PAX8 reporter 9, LGR2 inh -7, S100A4 inh HTS 0, ERAP1 HTS inh 3, EWS-Fli block -1 and FN deposition inh 8.

Ordered by number of heavy atoms (smallest number first): four of the compounds above.
`COc1cc(OC)cc(C(=O)NNC(=O)Cc2cccs2)c1` gave PAX8 reporter 0, LGR2 inh 5, PGC1a acetyl inh 7, PglD DTNB 3, S100A4 inh HTS 0, ERAP1 HTS inh -1, EWS-Fli block 0 and FN deposition inh -5.
N#Cc1ccccc1NCC(=O)N1CCN(S(=O)(=O)c2ccccc2)CC1 was read as PAX8 reporter 1, LGR2 inh -3, PGC1a acetyl inh 1, PglD DTNB 4, S100A4 inh HTS 1, ERAP1 HTS inh 0, EWS-Fli block 6 and FN deposition inh 7.
CCOc1ccccc1CN1CCN(Cc2c[nH]c3ccccc23)CC1CCO (stereo unspecified) was read as PAX8 reporter 2, LGR2 inh 19, PGC1a acetyl inh 7, PglD DTNB 0, S100A4 inh HTS -3, ERAP1 HTS inh 0, EWS-Fli block 20 and FN deposition inh -6.
O=C1[C@@H]2[C@@H]3C[C@@H]([C@H]4ON=C(c5ccc(OCc6ccccc6)cc5)[C@@H]34)[C@@H]2C(=O)N1c1ccc2c(c1)OCO2 was read as PAX8 reporter 8, LGR2 inh 1, PGC1a acetyl inh -8, S100A4 inh HTS -2, ERAP1 HTS inh 0, EWS-Fli block -6 and FN deposition inh 3.
